GSK3A inh = blocks human GSK-3 alpha kinase; 320,000 tested, 0.1% active; ADP-Glo luminescence, 60 min; inhibition, % at 10 µM;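 in the data active = inhibition above about 50%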;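 also: GST-tagged GSK-3 alpha with peptide substrate and 25 µM ATP; 0% = DMSO neutral wells and 100% = GW8510 positive control wells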
Target sequence (P49840 whole entry, looked up): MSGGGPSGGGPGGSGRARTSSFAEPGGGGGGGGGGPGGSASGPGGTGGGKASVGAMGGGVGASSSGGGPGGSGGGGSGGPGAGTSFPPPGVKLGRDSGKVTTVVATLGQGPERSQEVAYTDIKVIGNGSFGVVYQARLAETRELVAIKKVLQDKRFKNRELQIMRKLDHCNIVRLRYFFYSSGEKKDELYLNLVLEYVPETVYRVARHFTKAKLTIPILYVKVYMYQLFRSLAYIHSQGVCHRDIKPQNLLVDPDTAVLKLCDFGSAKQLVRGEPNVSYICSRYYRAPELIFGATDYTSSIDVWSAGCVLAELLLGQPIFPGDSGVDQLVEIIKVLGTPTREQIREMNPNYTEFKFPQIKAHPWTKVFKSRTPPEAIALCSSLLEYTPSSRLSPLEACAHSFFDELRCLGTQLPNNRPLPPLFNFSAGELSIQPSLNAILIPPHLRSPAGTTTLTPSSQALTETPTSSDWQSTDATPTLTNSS
AI-2 QS mod = modulators of Vibrio harveyi AI-2 quorum sensing system. Vibrio harveyi JMH597 AI-2 luminescence/OD600 ratio, 9 h; active compounds read low; strain lacks LuxN and CqsS sensors; 0 = neutral-control median. 300,000 tested, 0.4% active. AID 2094. activity change, % at 7.5 µM; in the data active = activity change below about -75%, passing the limit was not always enough;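 also: luminescence divided by OD600 gain over 9 h not by final OD600 alone; inactives centre near 13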
HSF-1 act = increases HSF-1 driven luciferase reporter signal | NIH3T3-HGL HSF-1 luciferase reporter, MG132, 8 h; 100% = twice DMSO control signal | activation, % at 9 µM | 300,000 tested, 1.7% active | AID 504408;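 active = mean replicate activation of at least 50% with a set share of replicates each reaching 50%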;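 also: 0% = median of the neutral control wells and 100% = twice that signal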
GSK3B inh = inhibitors of human GSK3beta kinase | GST-GSK3beta kinase, ADP-Glo luminescence, 60 min; active compounds read low | 300,000 tested, 0.038% active | P49841 | activity score (negative = inhibition), % at 10 µM;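 active = more than half of replicate wells score below -50%, meaning over 50% inhibition versus plate controls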;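 also: 0% = median DMSO wells and -100% = median GW8510 positive control wells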
Target sequence (P49841 whole entry, looked up): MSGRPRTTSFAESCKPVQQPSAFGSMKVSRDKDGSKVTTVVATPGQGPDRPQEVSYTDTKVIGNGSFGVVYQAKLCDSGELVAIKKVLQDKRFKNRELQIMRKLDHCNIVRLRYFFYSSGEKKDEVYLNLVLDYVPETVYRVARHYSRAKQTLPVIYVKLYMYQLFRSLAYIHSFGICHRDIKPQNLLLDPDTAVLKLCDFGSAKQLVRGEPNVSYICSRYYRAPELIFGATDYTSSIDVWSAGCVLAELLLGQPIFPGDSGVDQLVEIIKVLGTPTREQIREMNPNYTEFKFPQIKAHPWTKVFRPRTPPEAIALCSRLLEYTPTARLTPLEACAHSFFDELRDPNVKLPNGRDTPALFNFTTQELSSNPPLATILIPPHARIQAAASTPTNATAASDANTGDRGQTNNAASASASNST
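Test system – GST-tagged human GSK3beta kinase, cell-free · Incubation – 60 min enzyme reaction, room temperature · Signal – ADP-Glo luminescence · Also added – peptide substrate and ATP at 25 µM · Controls – DMSO neutral wells and GW8510 at 20 µM as positive · Buffer or medium – Tris/MgCl2 kinase buffer · Measure – Luminescence-derived activity versus plate DMSO and GW8510 wells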
HIF act = HIF pathway transcriptional activation. U2OS HRE-luciferase reporter, luminescence; normalized: DMSO 0%, desferrioxamine 100%. activation, % at 7.5 µM (by protocol). 300,000 tested, 0.32% active. AID 1910;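 active = mean activation of at least 10% of the iron chelator positive control signal, with at least half of replicates also reaching 10%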
KLF5 inhibitor = kruppel-like factor 5 inhibition; DLD-1 KLF5 promoter-luciferase reporter, luminescence; inhibition, % at 5 µM; 290,000 tested, 0.23% active; AID 1700;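 active = inhibition above a per-plate limit of that plate's mean compound inhibition plus 3 SD, cut at about 60% in these data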;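 also: 0% = DMSO wells and 100% = LY294002 at 200 µM; higher means less KLF5 promoter-driven luciferase light; inactives centre near -14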
aSyn 5UTR inh = MLPCN primary screen, SNCA 5' untranslated region. alpha-synuclein 5'UTR reporter, inhibitor activity. inhibition, % (tested at 7.5 µM). 300,000 tested, 0.82% active. AID 1813; in the data active = inhibition above about 60%;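 also: H4 neuroglioblastoma cells stably carrying SNCA 5'UTR luciferase fusion; 0% = DMSO wells and 100% = positive control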
IEC-6 cytotox = kills IEC-6 intestinal cells in KLF5 counter-screen; IEC-6 cytotoxicity, luminescence viability; inhibition, % at 5 µM; 290,000 tested, 0.78% active; AID 1825; in the data active = inhibition above about 22%;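 also: 0% = plate median of test compound wells and 100% = cytotoxic reference compound wells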
HSP90 refold inh = HSP90 refolding inhibition in rabbit reticulocyte lysate; 290,000 tested, 0.91% active; inhibition, % at 5.6 µM; luciferase refolding luminescence, 3 h;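 active = inhibition above the screen-wide mean plus 3 SD, computed separately per campaign, cut at about 16% in these data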;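 also: 0% = DMSO wells and 100% = 60 µM geldanamycin wells; inhibitors lower the luminescence because luciferase stays unfolded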
HSF1 inhib = HSF1 inhibition. NIH3T3-HGL HSE-luciferase, MG132-induced, luminescence 8 h; active compounds read low. 300,000 tested, 0.77% active. activity change, negative = inhibition, % at 7.5 µM (by protocol);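 active = more than half of replicate wells show activity change below -50%, luminescence cut by over half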;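 also: luciferase reports HSF-1 transcriptional activity via heat shock element; 0% = median of DMSO wells and -100% = zero luminescence signal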
Numbers without * were called inactive; x = no result given.

mol,GSK3A inh,AI-2 QS mod,HSF-1 act,GSK3B inh,HIF act,KLF5 inhibitor,aSyn 5UTR inh,IEC-6 cytotox,HSP90 refold inh,HSF1 inhib
COc1ccc(C2NC(=O)c3n[nH]c(C)c32)c(OC)c1 (stereo not drawn),-1,12,11,0,-0.1,-29,31,-8,0,10
C=CCN1C(=O)C2C3CC(=O)C(c4ccccc43)C2C1=O (stereo not drawn),-2,13,20,-2,0.2,-52,16,5,1,4
CCOc1ccccc1NC(=O)CSc1nnnn1-c1ccc(C(=O)OC)cc1,-1,15,10,2,-0.8,-16,14,7,2,-4
Cc1ccc(C(C(=O)Nc2ccc3c(c2)OCO3)N(C)C(=O)/C=C\c2ccc3c(c2)OCO3)cc1 (stereo not drawn),x,23,23,4,-0.6,-26,18,6,1,0
CCOc1ccc(Br)cc1S(=O)(=O)NCCN(C)C,3,13,5,0,0.0,-9,7,-4,1,-2
CCOC(=O)N/N=C(/c1ccccc1)C1CCCCC1,-3,3,0,-2,-0.1,-7,22,-7,1,3
Cc1cccc(OCC(=O)O/N=C(\N)Cc2cccs2)c1,-4,-66,30,2,0.6,-27,-40,0,-4,11
Cc1cc(O)c(C(C)C)cc1N=Nc1ccccc1C(=O)O,8,24,-10,-2,-0.6,-40,15,-2,-1,-3
Cc1ccnc(NC(=O)c2ccc([N+](=O)[O-])s2)c1,0,-44,70*,2,2.6,-136,-238,11,0,48
O=C(CCCN=C1NS(=O)(=O)c2ccccc21)OCC(=O)c1ccccc1Cl,0,47,-1,-4,0.0,x,-13,x,x,4
C=CC(COCc1ccccc1)N(C(=O)OC(C)(C)C)S(=O)(=O)c1ccccc1Br (stereo not drawn),-3,10,13,-6,-0.3,x,26,x,x,4
CC12CCC(C(=O)NCc3ccc(Cl)cc3)(OC1=O)C2(C)C (stereo not drawn),x,18,-5,0,-0.3,3,16,4,2,-4
Cc1ccccc1N1CCN(C(=O)c2ccccc2NC(=O)/C=C\C(=O)O)CC1,2,13,-10,6,0.1,10,19,-3,-2,5
N/C(=N\c1nc2ccccc2o1)NC(=O)c1cccc(Cl)c1,3,2,0,-1,0.2,-9,-30,-1,2,-3
COc1ccccc1CN1CC(C(=O)NCCSc2nnnn2C)CCC1=O (stereo not drawn),-1,11,1,4,-0.1,-21,2,-4,-3,-3
COc1cccc(CNC(=O)CSCc2cnn(-c3ccccc3)c2-n2cccc2)c1OC,-1,7,12,1,-0.1,-18,1,4,4,6
COc1ccc(S(=O)(=O)N2CCCC2C(=O)Nc2ccc(O)cc2)cc1 (stereo not drawn),-1,3,-6,0,0.0,-19,-3,-2,-5,-4
CCOC(=O)CCCCC(=O)c1[nH]c(=O)[nH]c1CSc1nc2ccccc2[nH]1,-5,29,-3,3,x,0,-7,1,-2,-1
Cc1nn(CCc2n[nH]c(=S)n2C)c(C)c1Br,-3,20,-8,3,0.0,-55,7,-4,-6,-5
CC1(C)Cc2nc(-c3ccccc3)nc(SCC(O)CO)c2CO1 (stereo not drawn),-1,31,-7,4,0.2,-27,0,3,1,0
Cc1ccc(-n2c(-c3nn(C)c(C)c3Cl)n[nH]c2=S)cc1,1,17,-15,3,-0.6,4,7,-1,2,-4
Cc1ccccc1Sc1ccc(N)cn1,-2,22,-7,-4,-0.3,x,5,x,x,-3
COC(=O)CN1C(=O)C(O)(CC(=O)c2ccc(Cl)cc2)c2ccccc21 (stereo not drawn),-3,x,x,x,x,-16,x,3,3,x
CCn1ccnc1CN1CCC(n2nccc2NC(=O)CCc2ccccc2)CC1,-3,23,3,1,-0.7,-33,11,-10,-4,1

Looked up by compound from above (6):
mol,GSK3A inh,AI-2 QS mod,HSF-1 act,GSK3B inh,HIF act,KLF5 inhibitor,aSyn 5UTR inh,IEC-6 cytotox,HSP90 refold inh,HSF1 inhib
Cc1ccccc1Sc1ccc(N)cn1,-2,22,-7,-4,-0.3,x,5,x,x,-3
CC12CCC(C(=O)NCc3ccc(Cl)cc3)(OC1=O)C2(C)C (stereo not drawn),x,18,-5,0,-0.3,3,16,4,2,-4
CCOc1ccccc1NC(=O)CSc1nnnn1-c1ccc(C(=O)OC)cc1,-1,15,10,2,-0.8,-16,14,7,2,-4
N/C(=N\c1nc2ccccc2o1)NC(=O)c1cccc(Cl)c1,3,2,0,-1,0.2,-9,-30,-1,2,-3
Cc1ccc(-n2c(-c3nn(C)c(C)c3Cl)n[nH]c2=S)cc1,1,17,-15,3,-0.6,4,7,-1,2,-4
Cc1cc(O)c(C(C)C)cc1N=Nc1ccccc1C(=O)O,8,24,-10,-2,-0.6,-40,15,-2,-1,-3

The list goes on:
mol,GSK3A inh,AI-2 QS mod,HSF-1 act,GSK3B inh,HIF act,KLF5 inhibitor,aSyn 5UTR inh,IEC-6 cytotox,HSP90 refold inh,HSF1 inhib
CC(C)(C)NC(=O)CN(Cc1cccnc1)C(=O)c1csnn1,x,32,-1,-2,-0.6,-41,21,4,2,-3
Cc1cccc(NC(=O)COc2cccc3c2CCN(Cc2ccccc2)C3=O)c1C,0,18,18,-1,0.2,-11,-4,3,-2,-8
CCC1CCCCN1C(=O)c1noc(C(C)C)c1[N+](=O)[O-] (stereo not drawn),x,0,6,2,1.3,43,-24,2,-3,2
CCOc1ccccc1NC(=O)c1ccc(OCC)c([N+](=O)[O-])c1,-1,2,1,0,-0.1,-39,-11,0,-2,-2
CCc1onc(C)c1C(=O)Nc1cc(C)ccc1OC,5,8,4,0,0.0,-40,-22,1,-1,-3
N/C(=N\OC(=O)CC1CCCCC1)c1ccc(Br)cc1,-3,29,4,-4,1.9,-20,-83,-2,-2,-1
COC(=O)CCCC1=CC2=C(c3ccccc3)C(=O)C(C)(OC(=O)C3CCCC3)C(=O)C2=CN1CCc1ccccn1 (stereo not drawn),-1,21,34,0,-0.3,x,-6,x,x,9
CCCN(CCC)c1cc(Cl)nc(N)n1,0,23,-4,-1,-1.2,-6,17,-2,1,-5

4 successive entries out of the list so far, for reference:
mol,GSK3A inh,AI-2 QS mod,HSF-1 act,GSK3B inh,HIF act,KLF5 inhibitor,aSyn 5UTR inh,IEC-6 cytotox,HSP90 refold inh,HSF1 inhib
CCc1onc(C)c1C(=O)Nc1cc(C)ccc1OC,5,8,4,0,0.0,-40,-22,1,-1,-3
N/C(=N\OC(=O)CC1CCCCC1)c1ccc(Br)cc1,-3,29,4,-4,1.9,-20,-83,-2,-2,-1
COC(=O)CCCC1=CC2=C(c3ccccc3)C(=O)C(C)(OC(=O)C3CCCC3)C(=O)C2=CN1CCc1ccccn1 (stereo not drawn),-1,21,34,0,-0.3,x,-6,x,x,9
CCCN(CCC)c1cc(Cl)nc(N)n1,0,23,-4,-1,-1.2,-6,17,-2,1,-5

Later entries
mol,GSK3A inh,AI-2 QS mod,HSF-1 act,GSK3B inh,HIF act,KLF5 inhibitor,aSyn 5UTR inh,IEC-6 cytotox,HSP90 refold inh,HSF1 inhib
COc1ccc(CNC(=O)CN(C)S(=O)(=O)c2ccc(Br)s2)cc1,-2,x,3,x,-1.3,-5,-28,-7,-1,-5
O=C(COc1ccc(OCc2ccccc2)cc1)NN=C1CCCC1,0,15,3,4,0.2,-21,-45,-2,1,1
Nn1c(SCC(=O)Nc2ccc(S(N)(=O)=O)cc2)nnc1-c1ccco1,-2,26,-6,0,0.0,-13,-6,1,2,-4
Clc1ccc(OCCCNCc2ccccc2)c2ccccc12,0,x,-40,x,0.1,-16,20,-1,2,-36
O=C(COc1ccccc1[N+](=O)[O-])NCCC1=CCCCC1,-2,2,17,2,0.2,-4,-2,3,3,6
CCOC(=O)c1oc2ccccc2c1CSc1nnnn1-c1ccc(OC)cc1,0,16,9,-2,0.8,-35,7,0,-2,-3
CSc1nc(=S)n(-c2cc(C)ccc2C)c(C)c1C(C)=O,1,2,-5,1,0.5,-36,6,-2,2,-8
CC(C)(C)C1=NN(C(=O)c2ccccc2)C(O)(C(C)(C)C)C1 (stereo not drawn),x,11,6,3,0.0,-54,-11,2,-2,-2
COC(=O)c1ccc(OC(C)C(=O)c2ccc(C)cc2)cc1 (stereo not drawn),-2,1,-33,-1,0.0,-31,-4,-5,-3,-21
O=C1CCc2cc(S(=O)(=O)N3CCC(C(=O)Nc4nccs4)CC3)ccc2N1,1,20,2,0,x,-17,15,-1,-2,-6
O=Cc1coc2ccc3ccccc3c2c1=O,-2,-17,20,0,-0.9,-13,-7,6,-2,12
Cc1ccc(C)c(S(=O)(=O)N2CCCOC2CNC(=O)C(=O)NCCc2ccccc2)c1 (stereo not drawn),1,-4,-10,-5,0.1,-14,0,-3,4,-3
O=C(CCC(=O)N1CCN(C(=O)c2ccco2)CC1)c1ccc(F)cc1,-2,10,-2,-1,0.9,-27,-7,-2,1,-1
Cc1cc(C)c(OCCOCCN2CCNCC2)c(C)c1,2,x,0,x,0.4,-32,-5,-1,-3,-4
Cc1ccccc1NS(=O)(=O)c1ccc(C(=O)N2CCN(c3ccccc3O)CC2)cc1,2,3,11,0,0.0,-20,6,-7,-5,9
COC(=O)c1cc(OC)c(OC)cc1NC(=O)CSc1ccc(C)cc1,0,-8,22,0,0.3,-1,11,-1,-3,9
CC1CCCCN1C(=O)CSc1nc2ccccc2n1CC(=O)N1CCc2ccccc21 (stereo not drawn),x,32,17,-3,-0.5,-29,5,-4,-1,-3
Cc1ccc(S(=O)(=O)CCC(=O)Nc2cccc(C)c2)cc1,-3,-1,-14,1,-0.7,-10,13,1,-4,0
